Assay outcomes: PubChem, National Center for Advancing Translational Sciences (NCATS)
3T3 cytotox: cytotoxic compounds in NIH 3T3 cells | NIH 3T3 viability, CellTiter-Glo ATP luminescence, 48-72 h | Potency, µM (top dose mostly 96.7 µM), for inactives: at the highest dose activity change, negative = cytotoxicity, most hits filed as inhibitors | actives 4.3% (n = 94,000); also: potency is read from the fitted curve at half-maximal effect; nearly all actives have a fitted effect of over 55% in size
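Mouse fibroblast NIH 3T3 cells, 400 per well, received compound via pintool and were incubated for 48 or 72 hr prior to CellTiter-Glo ATP luminescence measurement.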
IP6K1 inh: inhibitors of human IP6K1; IP6K1 kinase, ADP-Glo luminescence, 2 h; hits give low values; activity change, % (series mostly up to about 58 µM); actives 0.81% (n = 140,000); in the data active = activity change below about -25%
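ADP-Glo luminescence measures ADP made by human IP6K1 during a 2 h RT reaction with ATP/IP6 (mix at 1.3 mM/130 uM); top library doses 57.5 and 19.1 uM final.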
SNCA viab count: counter-screen for SNCA expression inhibitors: cell viability | HEK-293-SNCA-luc viability, GF-AFC fluorescence, 24 h | Potency, µM (series often up to 57.1 µM), inactives show top-dose activity change, negative = cytotoxicity, hits mostly cytotoxic | actives 0.12% (n = 150,000) | AID 1671193;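 also: potency is read from the fitted curve at half-maximal effect; 0% = DMSO-treated cells and -100% = medium-only wells without cells; nearly all actives have a fitted effect of over 30% in size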
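Cytotoxicity counterscreen: after 24 h compound treatment of genome-edited SNCA-luciferase HEK-293 cells, live-cell protease substrate GF-AFC read by fluorescence after 30 min; activity scaled between DMSO (0%) and medium-only (-100%), curves Hill-fitted.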
GPT2 inhibitor: blocks human glutamate pyruvate transaminase 2; Recombinant GPT2, coupled pyruvate oxidase/HRP Amplex Red fluorescence; Q8TD30; actives 0.25% (n = 100,000); Potency, µM (top dose mostly 57.7 µM), inactives show at the top dose activity change, negative = inhibition, actives largely listed as inhibitors; also: potency is read from the fitted curve at half-maximal effect; nearly all actives have a fitted effect of over 60% in size; many of its hits are not listed in these tables
Target sequence (Q8TD30 whole entry, looked up): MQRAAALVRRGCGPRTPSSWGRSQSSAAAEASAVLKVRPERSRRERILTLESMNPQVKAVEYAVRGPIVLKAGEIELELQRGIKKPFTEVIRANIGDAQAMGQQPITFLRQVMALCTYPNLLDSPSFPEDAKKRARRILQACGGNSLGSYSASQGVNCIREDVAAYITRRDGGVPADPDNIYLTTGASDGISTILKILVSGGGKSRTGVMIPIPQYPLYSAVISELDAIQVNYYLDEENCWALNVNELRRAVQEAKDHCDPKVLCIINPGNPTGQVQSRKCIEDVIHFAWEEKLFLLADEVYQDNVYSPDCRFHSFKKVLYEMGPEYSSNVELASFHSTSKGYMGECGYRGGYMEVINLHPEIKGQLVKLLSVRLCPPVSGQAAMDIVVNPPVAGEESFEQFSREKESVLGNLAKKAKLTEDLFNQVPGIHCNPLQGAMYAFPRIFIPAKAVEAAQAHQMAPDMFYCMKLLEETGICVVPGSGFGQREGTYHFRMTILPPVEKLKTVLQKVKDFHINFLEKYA
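Fluorescence of coupled pyruvate oxidase/HRP/Amplex Red system (50uM Amplex, 30 min, dark) reports pyruvate formed by GPT2. Enzyme reaction: 10ng/uL GPT2, 2mM L-alanine, 250uM a-KG, 30 min room temperature, pH 7.5; 50uM AOA control.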
Luciferase inh: Photinus pyralis luciferase inhibition; P08659; purified P. pyralis luciferase, luminescence, biochemical; Potency, µM (top dose mostly 115 µM), inactives show at the top dose activity change, negative = inhibition, hits mostly inhibitors; actives 2.5% (n = 76,000); also: potency is read from the fitted curve at half-maximal effect; nearly all actives have a fitted effect of over 65% in size
Target sequence (P08659 whole entry, looked up): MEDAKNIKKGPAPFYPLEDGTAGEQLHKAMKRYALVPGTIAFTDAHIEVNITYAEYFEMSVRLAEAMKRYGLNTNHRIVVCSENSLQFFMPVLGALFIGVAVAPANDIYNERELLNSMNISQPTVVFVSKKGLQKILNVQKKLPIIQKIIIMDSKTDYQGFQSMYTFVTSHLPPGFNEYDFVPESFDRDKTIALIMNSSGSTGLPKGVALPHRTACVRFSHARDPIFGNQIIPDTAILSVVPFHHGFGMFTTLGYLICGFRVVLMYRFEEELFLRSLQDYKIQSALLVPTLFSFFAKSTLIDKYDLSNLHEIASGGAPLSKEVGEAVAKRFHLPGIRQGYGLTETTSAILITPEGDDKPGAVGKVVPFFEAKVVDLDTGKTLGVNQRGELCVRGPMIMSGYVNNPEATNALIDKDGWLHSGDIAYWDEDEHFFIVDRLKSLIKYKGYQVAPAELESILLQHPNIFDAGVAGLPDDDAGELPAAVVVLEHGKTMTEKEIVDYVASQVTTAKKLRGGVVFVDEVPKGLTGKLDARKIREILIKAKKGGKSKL
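Purified 10nM P. pyralis luciferase with 10uM D-luciferin and 10uM ATP in 50mM Tris acetate pH 7.5, 10mM Mg acetate, 0.01% Tween-20, 0.05% BSA. qHTS titration; luminescence read by CCD imager.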
HEK cytotox: cytotoxic compounds in HEK 293 cells | AID 1345083 | Potency, µM (doses to about 115 µM), for inactives: top-dose activity change, negative = cytotoxicity, usual class: inhibitors | actives 6.6% (n = 94,000) | HEK 293 viability, ATP luminescence (CellTiter-Glo), 48-72 h; also: potency is read from the fitted curve at half-maximal effect; nearly all actives have a fitted effect of over 60% in size
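CellTiter-Glo luminescence (cellular ATP) was read after 48 or 72 hr of compound exposure at 37 degree Celsius. Cells were HEK 293 plated at 250 cells/well.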
SNCA expr inh: reduces expression of the alpha-synuclein gene; HEK-293 SNCA-luciferase knock-in, luminescence, 24 h; Potency, µM (titrated, usually from 57.2 µM), for the others: at the top dose activity change, negative = inhibition, hits mostly inhibitors; actives 0.17% (n = 140,000);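 also: potency is read from the fitted curve at half-maximal effect; plate controls were DMSO cells for no effect and cell-free wells for full effect; nearly all actives have a fitted effect of over 45% in size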
* hit, by the source's call; i = inactive; ? = inconclusive; / = no result given; & = joins results of further samples; [ ] = another dose, or the depositor's remark. Unless noted, calls follow the shape of the dose curve; as a rule, active = well fitted curve in the direction sought with a large enough effect; inconclusive = small, poorly fitted or top-dose-only effect, or another doubt; inactive = no such curve, though single readings can be large; an effect the other way counts as inactive or inconclusive. Unless noted, % is scaled to controls: 0 for no effect and ±100 for the full control effect. Some of the compounds tested (hit frequency here may not be typical).

SMILES	3T3 cytotox	IP6K1 inh	SNCA viab count	GPT2 inhibitor	Luciferase inh	HEK cytotox	SNCA expr inh
O=C(c1ccccc1F)N1CCN(C(=O)c2nc3cccnc3n(C3CCCC3)c2=O)CC1	-24%	13	1%	i	/	-3%	-3%
COc1cccc(CNCC2(CO)C[C@@H](O)[C@@H](O)C2)c1 (stereo partly specified)	4%&-10%[174 µM]	14&2	12%&3%[87.6 µM]	4%&4%[88.5 µM]	-12%&-9%[230 µM]	2%&-13%[230 µM]	50%&-4%[activator][87.6 µM]
COc1ncccc1C(=O)N1CCCC(c2[nH]ncc2Cc2ccccc2)C1 (stereo unspecified)	-24%	-3	-6%	i	-7%	-3%	-15%
Cn1ncc(N2CCC(CNC(=O)c3cn4ccsc4n3)C2)cc1=O (stereo unspecified)	0%	-11	4%	i	0%	1%	0%
O=C(Cn1nc(-c2ccc(Cl)cc2)c2ccccc2c1=O)Nc1cccc(C(F)(F)F)c1	/	-18	0%	/	/	/	2%
Cn1c(=O)c(=O)n(C)c2cc(S(=O)(=O)N3CCCC3C(=O)Nc3cccc(F)c3)ccc21 (stereo unspecified)	/	36	10%	/	/	/	18%
CCc1nn(CC(=O)NCCc2ccc(OC)cc2OC)c(=O)c2cc3occc3n12	/	1	4%	/	/	/	9%
Cc1ccc2c(=O)c(C(=O)c3cccc(Cl)c3)cn(CC(=O)NCc3ccc(F)cc3)c2n1	/	10	0%	/	/	/	-19%
COCCN1CCC(N2CCN(S(=O)(=O)c3ccc(C)c(C)c3)CC2)C1=O (stereo unspecified)	-12%	3	0%	-9%	1%	1%	11%
CCOC(=O)C1=C[C@@H](OC(CC)CC)[C@H](NC(C)=O)[C@@H](N)C1	/	/	-6%	-3%	/	/	-18%
COCCCn1c(=O)c(C(=O)N2CCN(C(=O)C(C)(C)C)CC2)nc2cccnc21	-10%	6	8%	-1%	/	-3%	-3%
Cc1ccc(CNC(=O)CSc2nc(=O)[nH]c3c2CCCC3)cc1	/	-11	2%	/	/	/	28%
COc1cc(CN(C(=O)c2cccc(C)c2)c2ccccn2)cc(OC)c1OC	/	19	-3%	/	/	/	-15%
O=C(NCc1ccco1)C1CC(c2ccccc2)CN(C(=O)c2ccccc2F)C1 (stereo unspecified)	-18%	-6	0%	2%	-1%	?	-12%
Cc1nn2c3c(cnc2c1-c1ccc(F)cc1)C(=O)CC(c1ccccc1)C3 (stereo unspecified)	/	2	2%	/	/	/	6%

Entries listed so far that have sulfur (four):
SMILES	3T3 cytotox	IP6K1 inh	SNCA viab count	GPT2 inhibitor	Luciferase inh	HEK cytotox	SNCA expr inh
Cn1ncc(N2CCC(CNC(=O)c3cn4ccsc4n3)C2)cc1=O (stereo unspecified)	0%	-11	4%	i	0%	1%	0%
Cn1c(=O)c(=O)n(C)c2cc(S(=O)(=O)N3CCCC3C(=O)Nc3cccc(F)c3)ccc21 (stereo unspecified)	/	36	10%	/	/	/	18%
COCCN1CCC(N2CCN(S(=O)(=O)c3ccc(C)c(C)c3)CC2)C1=O (stereo unspecified)	-12%	3	0%	-9%	1%	1%	11%
Cc1ccc(CNC(=O)CSc2nc(=O)[nH]c3c2CCCC3)cc1	/	-11	2%	/	/	/	28%

Additional records
SMILES	3T3 cytotox	IP6K1 inh	SNCA viab count	GPT2 inhibitor	Luciferase inh	HEK cytotox	SNCA expr inh
Cc1cc(C)cc(NC(=O)N2CCN(c3cc(-c4noc(C)n4)ccc3C)CC2)c1	/	0	-13%	/	/	/	-19%
Cc1ccnn1-c1ccc(C(=O)N2CCN(S(=O)(=O)c3ccc(Cl)c(C(F)(F)F)c3)CC2)cc1	/	13	-22%	2%	/	/	/
Cc1nccn1CC(=O)N1CCCn2cc(-c3cccc(C#N)c3)nc21	i	3	1%	1%	11%	?	-4%
CNC(=O)[C@@H]1CN(C(=O)CCc2c[nH]c3ccccc23)C[C@H]1c1n[nH]c(C)n1	-8%	8	4%	i	2%	3%	-1%
COCCN(CCOC)CC[C@@H]1CC[C@H](O)[C@@H](C(=O)Nc2ccccc2)O1	0%[138 µM]	9	4%[87.6 µM]	-3%[88.5 µM]	12%[172 µM]	i	29%[87.6 µM]
F[C@@H]1CN(Cc2ccnc3ccccc23)C[C@@H]1OCc1nc2ncccc2[nH]1	?	-3	-8%[87.6 µM]	i	-10%[172 µM]	?	-26%[87.6 µM]
CC(C)CNC(=O)c1ccc2oc(-c3ccccn3)nc2c1	?	-14	4%[87.6 µM]	i	/	?	?
Cc1ccccc1C(=O)NCc1ccnc2[nH]ccc12	-18%[138 µM]	8	16%[87.6 µM]	i	?	-17%[172 µM]	21%[87.6 µM]
COc1cccc(C(=O)Nc2c3c(nn2-c2ccc(Cl)cc2)CS(=O)(=O)C3)c1	/	14	-7%	/	/	/	-23%
CCOc1cc2[nH]c(=O)n(Cc3ccc(C(=O)N4CCN(c5ccccc5)CC4)cc3)c(=O)c2cc1OCC	/	-2	20%	/	/	/	2%
Cc1cccc(N2CCN(c3ccc(C(=O)O)cc3NC(=O)c3ccccc3F)CC2C)c1 (stereo unspecified)	/	-32*	1%	/	/	/	?
CCOC(=O)c1cccc(NC(=O)N2CC[C@@H](CC(=O)Nc3nccs3)[C@@H](CC)C2)c1	?	-35*	4%	i	-31%	?	-12%
CCCN(C(=O)c1cc2c(s1)-c1ccccc1OC2)c1ccc(C(C)C)cc1	/	-14	19%	/	/	/	1%
Cc1cccc(-n2c(SCC(=O)Nc3ccc(C)c(C)c3)nc3n[nH]c(C)c3c2=N)c1	/	-4	-13%	/	/	/	?
COC(=O)c1ccc(Cn2c(SCC(=O)Nc3ccc(F)cc3)nc3ccccc32)cc1	/	3	6%	/	/	/	-7%
CNCC(=O)N1CCC2(CC1)CN(CCOc1ccccc1)C(=O)O2	i	18	-2%	3%[11.5 µM]	7%	-5%	?
COc1ccccc1Nc1ccnc(N2CCCC(C(=O)N(C)C)C2)n1 (stereo unspecified)	?	13	5%[12.5 µM]	i	/	?	40%[activator]
COc1ccc(S(=O)(=O)N2CCCN(CC(=O)Nc3ccc(NC(C)=O)cc3)CC2)cc1	/	-6	-7%	/	/	/	29%
CCC(=O)N1CCc2cc(Br)cc(S(=O)(=O)N3CCCC(C(=O)Nc4cccc(F)c4)C3)c21 (stereo unspecified)	/	-12	5%	/	/	/	-22%
O=C1CC2(CCN(Cc3ccc(C(F)(F)F)cc3)CC2)Oc2cc(Cl)ccc21	-29%	-11	3%	i	-2%	?	-12%
CNC(=O)c1c(NC(=O)c2ccc(S(=O)(=O)N3CCCC(C)C3)cc2)sc2c1CCC2 (stereo unspecified)	/	-11	-7%	/	/	/	-14%
Cn1ccnc1C(=O)N1CCCN(S(C)(=O)=O)C(c2ccccc2)CC(=O)NCC1 (stereo unspecified)	?	-1	8%	i	-15%	-6%	-2%
CS(=O)(=O)N(Cc1cccnc1)C1CN(C(=O)c2[nH]nc3c2CCc2ccccc2-3)C1	-17%	-5	-6%	?	-3%	?	-10%
COC(=O)c1cc(S(=O)(=O)N2CCN(c3ccc(F)cc3)CC2)cn1C	/	-12	11%	/	/	/	25%
COc1ccccc1N1CCN(CC[C@@H]2CC[C@H](O)[C@@H](C(=O)NC3CC3)O2)CC1	1%[138 µM]	12	?	3%[88.5 µM]	-4%[172 µM]	-1%[172 µM]	-26%[87.6 µM]
O=[S+]([O-])(c1ccc(Br)cc1)c1nnn2c1nc(N1CCOCC1)c1ccccc12	-1%	17	0%	i	/	i	3%
Cc1ccc(CN2C(=O)NC3(CCCN(C(=O)c4ccccc4F)C3)C2=O)cc1 (stereo unspecified)	-11%	17	3%	-1%	0%	-9%	6%
O=C(CCC1N=C2c3ccccc3N=C(SCc3ccccc3Cl)N2C1=O)NCCc1ccccc1 (stereo unspecified)	/	28	11%	/	/	/	7%
Cc1c(Cl)cccc1-n1ncc(C(=O)Nc2ccc(F)cc2F)c1C1CCN(C(=O)OC(C)(C)C)CC1	/	8	-14%	/	/	/	?
Cc1nc(N2CCC(NC(=O)Cc3cccs3)CC2)cc(C(F)(F)F)n1	-11%	9	2%	i	0%	?	-12%
CCCCN(CC)CCCNC(=O)C1CCN(c2nc3ccc(CC)cc3s2)CC1	/	2	?	/	/	/	?
O=[S+]([O-])(c1cccs1)N1CC(Oc2ccc(F)cc2F)C1	?	-2	-1%	i	/	?	-1%
CCN(C(=O)Cn1nc2c3cc(F)ccc3n(Cc3cccc(C)c3)cc-2c1=O)c1cccc(C)c1	/	-9	1%	/	/	/	16%
COc1ccc(Cc2nc3nccc(-c4ccc(OC)cc4)n3n2)cc1	-29%	2	3%	?	-7%	?	32%[activator]
Fc1cccc(-c2noc(-c3nc(-c4ccncc4)no3)n2)c1	-8%	0	2%	i	-22%	-23%	26%
Fc1ccc(C(NCCc2ccc(Cl)cc2)c2nnc(-c3ccccc3)o2)c(Cl)c1 (stereo unspecified)	/	-2	-5%	/	/	/	33%[activator]
CN(C)C[C@@H]1CN(S(C)(=O)=O)C[C@H]1NC(=O)c1ccc2nc[nH]c2c1	2%	1	0%	3%	-9%	i	?
CC1(c2ccccc2)N(Cc2ccccc2F)C(=O)OC12CCN(C(=O)CN1CCOCC1)CC2 (stereo unspecified)	22µM*	-10	9%	-7%	-3%	4%	8%
CCN(CC1CCCN(CCc2cccc(OC)c2)C1)C(=O)CN1CCCC1=O (stereo unspecified)	1%	27	6%	i	-4%	i	16%
COc1cc(N2CCC(O)CC2)ccc1Nc1nc(Nc2ccccc2S(=O)(=O)C(C)C)c2[nH]cnc2n1	/	-15	-23%	18µM*	/	/	/
CCc1c(C)sc2c1CCN(Cc1ccc(C#N)cc1)C2c1ccccc1 (stereo unspecified)	/	5	-9%	/	/	/	-12%
CN1CCCC2(C1)CN(Cc1cccnc1)c1ccc(C(=O)Nc3ccccc3)cc12 (stereo unspecified)	89µM*	-4	0%[87.6 µM]	-1%[88.5 µM]	-6%[172 µM]	?	-6%[87.6 µM]
CCC(Oc1ccccc1)C(=O)Nc1ccc(OCc2cc(=O)n3ccc(C)cc3n2)cc1 (stereo unspecified)	/	9	-3%	/	/	/	-2%
O=C(C[C@@H]1CCNC[C@@H]1Cc1cc(-c2ccc(F)cc2)on1)NCc1ccco1	?	2	-4%[87.6 µM]	0%[88.5 µM]	-5%[172 µM]	?	-5%[87.6 µM]
CCc1ccc(-n2c(=O)c3c(C)c(C(=O)N(C)C)sc3n(Cc3cccc(C)c3)c2=O)cc1	/	24	2%	/	/	/	?
O=C1CCN(CC(O)Cc2ccccc2)c2cc3c(cc2CN1Cc1ccccc1)OCO3 (stereo unspecified)	?	3	/	/	/	40µM*	/
CC(C)Cn1c(=O)c2ccccc2n2c(CCC(=O)NCc3ccc(Cl)cc3)nnc12	/	-28*	2%	/	/	/	6%
